Source: PubChem
Mot1-301 SUMO = SUMOylation pathway inhibition by Mot1-301 growth rescue; S. cerevisiae Mot1-301 growth rescue, ATP luminescence, 38.5C; percent above DMSO median, 100 means doubled; growth rescue, % at 18.8 µM; 1% of 320,000 active;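 active means every valid replicate shows activation above 250% relative to neutral control wells; inactive means the rest, any valid replicate at or below 250%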;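 further: OY570 slx delta 5 strain wells were the positive control but not used for scaling; some compounds called inactive have numbers as strong as hits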
Ecoli viability = counter-screen for AddAB inhibitors: E. coli growth inhibition | E. coli V3065 growth, OD600 absorbance, 18 h | 0.27% of 330,000 active | inhibition, % at 11.9 µM;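 active means inhibition above the campaign's mean inhibition across all tested compounds plus 3 SD, cut at about 9.9% in these data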;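 further: uninfected addAB+ strain grown without phage in ampicillin broth; 0% = DMSO wells and 100% = ciprofloxacin 0.95 µg/ml wells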
Arrestin-AP2 inh = inhibitors of human beta-arrestin and AP2 interaction | FITC-arrestin peptide / GST-AP2 beads, flow cytometry; AP2 beta2 appendage carries R879A mutation | 0.31% of 340,000 active | inhibition, % at 10 µM;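 active means inhibition above a set limit, near 3 SD of compounds lacking own fluorescence, cut at about 54% in these data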;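 further: plate controls were DMSO wells for no effect and 5 µM unlabelled arrestin peptide for full effect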
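test system = AP2 appendage R879A on GSH beads | buffer or medium = PBS plus Tween 20 (0.05%) and BSA (0.1%) | incubation = 12 min plus 1 h, RT | detection = bead flow cytometry, FITC channel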
MOR-DOR inv ag = inverse agonists of human mu-delta opioid receptor heterodimerization. P35372+P41143. cell-based MOR-DOR heterodimer luminescence, inverse agonism. inhibition, % at 9.3 µM. 0.21% of 340,000 active. AID 504357; in the data active means inhibition above about 22%, passing the limit was not always enough;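 further: 0% = cells with DMSO and 100% = wells without cells with DMSO; values of inactives mirror those of a sister screen read the other way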
Target sequence (P35372 whole entry, looked up): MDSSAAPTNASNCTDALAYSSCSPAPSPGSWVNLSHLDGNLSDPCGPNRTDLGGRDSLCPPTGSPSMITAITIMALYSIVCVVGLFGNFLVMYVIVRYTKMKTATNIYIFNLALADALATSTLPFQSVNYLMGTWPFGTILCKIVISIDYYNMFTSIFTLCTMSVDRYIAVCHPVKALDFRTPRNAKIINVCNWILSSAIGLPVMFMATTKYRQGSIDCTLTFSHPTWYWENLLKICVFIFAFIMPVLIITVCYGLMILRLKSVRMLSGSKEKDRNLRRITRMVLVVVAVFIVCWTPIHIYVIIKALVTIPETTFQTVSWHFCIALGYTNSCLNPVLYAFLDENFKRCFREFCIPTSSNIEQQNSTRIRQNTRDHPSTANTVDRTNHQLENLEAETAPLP
Target sequence (P41143 whole entry, looked up): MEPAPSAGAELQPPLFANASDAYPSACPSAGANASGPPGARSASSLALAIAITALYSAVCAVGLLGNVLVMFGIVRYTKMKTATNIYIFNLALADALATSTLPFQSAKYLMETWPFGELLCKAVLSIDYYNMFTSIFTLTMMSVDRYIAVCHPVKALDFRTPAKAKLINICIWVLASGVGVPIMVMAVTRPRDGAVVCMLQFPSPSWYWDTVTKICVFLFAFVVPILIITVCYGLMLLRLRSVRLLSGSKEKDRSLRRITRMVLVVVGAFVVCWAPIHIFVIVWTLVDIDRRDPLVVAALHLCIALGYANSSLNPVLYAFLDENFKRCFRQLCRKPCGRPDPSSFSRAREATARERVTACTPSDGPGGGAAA
AddAB inh = less growth of phage-infected E. coli with AddAB. inhibition, % at 11.9 µM. E. coli expressing H. pylori AddAB, absorbance growth. 0.29% of 330,000 active. AID 435030; in the data active means inhibition above about 12%;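 further: 0% = vehicle wells of infected cells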
Tat export inh = blocks Tat-dependent protein export in E. coli; E. coli MC4100 TorA-mCherry Tat export, fluorescence; inhibition, % at 10 µM; 0.036% of 340,000 active;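 active means mean replicate inhibition at least 50% and at least half of replicates individually reaching 50%; inconclusive means only one of the two criteria met; inactive means neither criterion met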;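 further: exported cargo escapes ClpAP degradation while cytoplasmic cargo is degraded and loses fluorescence; 0% = median of neutral control wells and 100% = median of NaSCN control wells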
DSG3 Ab inh = inhibitors of pemphigus antibody binding to human desmoglein-3 | binding (percent of control), % at 10 µM | 0.48% of 310,000 active | DSG3-coupled beads, scFv-anti-DSG3-GFP binding, flow cytometry; stronger effect = lower value | P32926;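 active means binding more than 3 SD below its plate's average and above zero; inconclusive means below that plate limit but binding exactly zero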;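 further: hits lower antibody fragment binding to DSG3; some compounds called inactive have numbers as strong as hits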
PfHsp90 set2 = growth inhibition of yeast expressing Plasmodium Hsp90; S. cerevisiae expressing PfHsp90, BacTiter-Glo ATP, 48 h; yeast lacking PDR1 and PDR3 efflux regulators; inhibition, % at 9.4 µM; 0.32% of 310,000 active; AID 504621;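 active means every replicate shows inhibition above about 80%, whatever the replicate mean, limit read from the data; inconclusive means mean inhibition reaches the set limit but some replicate falls short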;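 further: 0% = DMSO neutral controls and 100% = 20 µM radicicol positive controls; yeast relying on Plasmodium falciparum Hsp90 in place of its own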
PKA-R1A activ = activators of PKA-R1A complex. PKA-R1A dissociation, Cy5-IP20 fluorescence polarization; scaled: DMSO 0%, 113 µM cGMP 100%. activation, % at 11.4 µM. 0.083% of 340,000 active;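 active means percent activation above the mean of all tested compounds plus 3 SD, cut at about 19% in these data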;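 further: higher means more PKAc released from R1A so a rise in polarization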
phage Ecoli inh = E. coli growth loss with phage present; growth absorbance; inhibition, % at 11.9 µM; 0.26% of 360,000 active; AID 651602; in the data active means inhibition above about 11%
OPRM1-OPRD1 ag = OPRM1-OPRD1 heterodimerization agonism; P35372+P41143; cells, luminescence; activation, % at 9.3 µM; 0.3% of 340,000 active; AID 504326; in the data active means activation above about 18%;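 further: 0% = vehicle-treated cells and 100% = reference agonist; values of inactives mirror those of a sister screen read the other way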
Starred values were filed as active, the others as inactive; ? = inconclusive; . = not tested or not shown; & = joins results of further samples.

SMILES,Mot1-301 SUMO,Ecoli viability,Arrestin-AP2 inh,MOR-DOR inv ag,AddAB inh,Tat export inh,DSG3 Ab inh,PfHsp90 set2,PKA-R1A activ,phage Ecoli inh,OPRM1-OPRD1 ag
Cc1ccc2c(c1)C(c1ccccc1)N(C(=O)c1ccc(S(=O)(=O)N3CCOCC3)cc1)CC(=O)N2 (stereo not drawn),390,2.0,13,0,-0.2,-4,127,-11,3,2.8,0.0
O=C(Nc1ccc(F)cc1)C(=O)c1c(O)[nH]c2ccc([N+](=O)[O-])cc12,-6,-0.6,20,-26,0.8,-9,90,7,-9,.,5.2
CCC(CO)Oc1cc(NC(=O)c2ccccc2[N+](=O)[O-])c2ncn(C(C)C)c2c1 (stereo not drawn),9,0.5,5,-1,0.2,-2,100,-29,-1,2.6,0.1
Cc1ccc2c(C)nc(Nc3nc(CSc4nnnn4-c4ccccc4)cc(=O)[nH]3)nc2c1,-15,-1.4,14,5,0.7,-2,98,.,-6,1.5,-0.8
Cc1nn(C)cc1CNC(=O)c1cnn2c1NC(c1ccc(Br)cc1)CC2C(F)(F)F (stereo not drawn),162,1.7,8,12,-0.3,4,104,15,0,-2.8,-2.1
N#CC(C(=O)Nc1ccc(Cl)c(Cl)c1)=C1Nc2ccccc2N1,-27,-1.2,13,-13,0.5,-3,112,-10,-2,1.3,2.5
CC(C)[C@H](NC(=O)c1ccco1)C(=O)NCc1ccccc1,-4,1.8,-12,11,1.7,-7,106,-8,3,0.7,-2.1
Cc1cccc(NC(=O)COC(=O)c2ccccn2)c1,-26,0.9,3,5,4.2,-6,95,-7,2,0.6,-0.8

Following part:
SMILES,Mot1-301 SUMO,Ecoli viability,Arrestin-AP2 inh,MOR-DOR inv ag,AddAB inh,Tat export inh,DSG3 Ab inh,PfHsp90 set2,PKA-R1A activ,phage Ecoli inh,OPRM1-OPRD1 ag
O=C(CSc1nc2ccccc2c(=O)n1Cc1ccco1)Nc1cccc(O)c1,4,1.1,15,4,1.4,-5,.,0,-6,-1.2,-0.6
CCN(CC)S(=O)(=O)c1ccc2oc(C(=O)NCCCN3CCOCC3)c(C)c2c1,-8,2.4,29,16,1.8,-8,99,2,-21,2.5,-2.8
CCOC(=O)N1CCC(NC(=O)c2cc(C(=O)Nc3cccc(C(F)(F)F)c3)ccc2CO)CC1,3,3.0,12,-10,0.8,-3,106,1,4,3.2,1.3
COc1ccc(/C=C(\NC(=O)c2ccccc2)C(=O)NCCC(=O)O)cc1,-18,-2.3,-30,15,4.9,-1,115,.,-5,-0.2,-3.1
Cc1ccc(CN2CCN(CC(=O)NC(C)c3ccc4c(c3)OCCO4)C2=O)cc1 (stereo not drawn),-9,-1.7,1,16,1.6,-3,95,-2,8,-0.4,-3.2
Cc1onc(-c2ccccc2)c1C(=O)Nc1ccccc1C#N,331,-1.1,-1&-1,17&4,1.6,-10&22,106&109,13&12,9&1,3.9&1.8,-3.3&-0.9
CC(C)CNC(=O)C(=O)NCCC1CCCCN1S(=O)(=O)c1cccs1 (stereo not drawn),107,1.3,-6,-1,1.4,5,104,14,-7,-0.1,0.2
CCOC(=O)C1=CN(Cc2cccc(Br)c2)S(=O)(=O)NC1C (stereo not drawn),.,-2.7,4,-6,-3.8,-2,94,-36,6,2.4,1.3

The listing continues:
SMILES,Mot1-301 SUMO,Ecoli viability,Arrestin-AP2 inh,MOR-DOR inv ag,AddAB inh,Tat export inh,DSG3 Ab inh,PfHsp90 set2,PKA-R1A activ,phage Ecoli inh,OPRM1-OPRD1 ag
COC(=O)c1cccc(NC(=O)C2CCCN2C(=O)c2cccs2)c1 (stereo not drawn),.,.,-3,23,.,-13,106,7,-8,5.4,-4.6
COC(=O)C1=C(C)N(c2ccc(OC)cc2)C(C)=C(C(=O)OC)C1c1ccc(OC)cc1,1,-1.9,13,.,1.6,.,106,.,.,-0.2,.
CCCCn1c(N)c(NCCC)c(=O)[nH]c1=O,3,0.8,8,14,1.4,1,105,6,-1,1.3,-3.2
C#CCN1C(=O)S/C(=C\c2ccc(N3CCOCC3)cc2C)C1=O,0,0.8,0,-28,1.4,-7,115,11,2,4.5,5.9
Cc1ccc(Cl)cc1NC(=O)C1CCCCC1C(=O)O (stereo not drawn),-16,0.4,12,2,0.0,-3,98,15,3,4.3,-0.3
Cc1cc(/C=N/n2cnnc2)c(C)n1-c1ccc(OCc2ccccc2F)cc1,10,-2.9,-21,-8,-0.5,7,103,-45,5,3.6,1.5
C/C(=N/NS(=O)(=O)c1ccc(C)c(C)c1)c1c[nH]c2ccccc12,5,.,-11,13,.,2,108,-4,-7,1.9,-4.0
CCCOc1nc2c(c(=O)n(C)c(=O)n2C)n1C,-16,6.7,-11,6,7.4,2,91,7,-7,0.2,-1.2

Next section
SMILES,Mot1-301 SUMO,Ecoli viability,Arrestin-AP2 inh,MOR-DOR inv ag,AddAB inh,Tat export inh,DSG3 Ab inh,PfHsp90 set2,PKA-R1A activ,phage Ecoli inh,OPRM1-OPRD1 ag
CC(=O)Oc1cc(C(=O)OCC(=O)N2CCc3ccccc3C2)cc(OC(C)=O)c1OC(C)=O,-6,1.6,12,3,2.1,-12,96,.,-1,3.6,-0.6
CCOC(=O)CNC(=S)N(Cc1ccco1)Cc1ccccc1Cl,-9,-1.6,1,5,-0.7,-3,107,19,3,0.1,-1.0
Cc1ccc(-c2c[n+](Cc3ccc(Cl)cc3)c3n2CCC3)cc1,45,-1.2,0,3,-0.2,7,111,-26,10,-1.8,-0.5
COc1ccc(-n2nc3c(c2NC(=O)CCCl)CSC3)cc1,20,.,-17,10,.,-1,96,3,-6,-3.2,-2.0
Cc1ccn(CC(=O)NC2CC(C)(C)Cc3c2cnn3-c2ccc(F)cc2)n1 (stereo not drawn),-4,-1.8,-5,9,-0.5,-9,110,30,-8,1.6,-2.1
CCCCc1ccc(S(=O)(=O)N/N=C(/C)c2ccncc2)cc1,188,1.8,19,8,-1.5,-2,103,8,3,3.1,-1.6
CSc1ccc(NC(=O)c2cccnc2)cc1C#N,-7,1.8,14,4,2.9,-4,96,-8,3,5.3,-0.7
C#Cc1ccc([C@H]2C=C(C(=O)N3CCN(Cc4ccc5c(c4)OCO5)CC3)O[C@@H](OCC)[C@@H]2CCCO)cc1,-1,0.9,-7,-2,1.7,-1,101,-2,0,-2.6,0.4

The results go on:
SMILES,Mot1-301 SUMO,Ecoli viability,Arrestin-AP2 inh,MOR-DOR inv ag,AddAB inh,Tat export inh,DSG3 Ab inh,PfHsp90 set2,PKA-R1A activ,phage Ecoli inh,OPRM1-OPRD1 ag
Cc1nnc(NC(=O)CSc2nnc(C)n2Cc2ccccc2)s1,148,-0.5,1,4,5.5,0,91,.,0,3.3,-0.7
c1ccc2c(N3CCOCC3)nc(-c3ccncc3)nc2c1,1,-0.5,3,10,0.1,?,.,12,0,1.3,-2.4
O=C(/C=C/c1cccc(F)c1)OCC(=O)c1ccc[nH]1,80,-0.3,-7,12,0.2,2,96,-11,4,1.1,-3.2
CCc1ccc(Nc2nnc(SCC(=O)Nc3sccc3C(N)=O)s2)cc1,9,-0.4,-2,-6,3.9,11,86,8,-2,0.7,1.2
CCN(C(=O)Cn1c(=O)oc2ccccc21)c1ccc(C)c(C)c1,-10,-3.3,38,18,-3.0,-3,96,-11,-4,1.7,-4.1
COc1ccc(/C=N/Nc2cc(C)nc3c(C)cccc23)cc1,6,-0.4,0,-26,0.7,-1,120,-6,-9,6.9,5.4
O=C(OCc1ccc(Cl)cc1Cl)c1ccncc1,9,0.4,-6,-8,0.3,3,84,-36,2,1.3,1.4
O=C(Nc1ccccc1N1CCOCC1)c1ccc2nc[nH]c2c1,.,.,46,-88,.,-7,.,-2,0,-0.6,19*

Next entries follow.
SMILES,Mot1-301 SUMO,Ecoli viability,Arrestin-AP2 inh,MOR-DOR inv ag,AddAB inh,Tat export inh,DSG3 Ab inh,PfHsp90 set2,PKA-R1A activ,phage Ecoli inh,OPRM1-OPRD1 ag
CC(=O)CCSc1nnc(-c2cccc(S(=O)(=O)N3CCOCC3)c2)o1,-4,-0.4,-7,12,1.5,1,97,.,4,1.6,-2.3
COC(=O)c1ccc(C(=O)OC)c(NC(=S)N2CCN(c3cc(Cl)ccc3C)CC2)c1,-16,1.5,-2,27,3.9,-3,84,-9,-10,3.0,-5.3
COc1ccc(NC(=O)CN(c2cc(C)cc(C)c2)S(=O)(=O)c2c(C)n[nH]c2C)cc1,.,0.3,0,0,2.8,-3,108,-2,-5,2.3,0.1
CCN(CC)CCNC(=O)C1(c2ccccc2)CCCCC1,.,.,12,15,.,-2,119,-1,5,5.5,-2.9
O=C(C1CC1)n1cc(C(=S)N2CCOCC2)c2ccccc21,-8,1.1,6,-20,1.0,6,74,11,-5,2.4,3.5
O=S(=O)(Nc1ncnc2sc3c(c12)CCC3)c1ccc(Cl)s1,-9,-2.3,4,-16,1.9,5,94,-20,3,1.0,2.8
O=C(NCc1ccccc1)c1onc(CSc2nc3ccccc3[nH]2)c1C(=O)NCc1ccccc1,9,-0.7,18,-3,3.6,-2,102,22,0,1.8,0.6
CCCCCCCC(=O)Nc1cc(C(=O)NCCC)ccc1N1CCC2(CC1)CC(c1cccc(Br)c1)=NO2,9,0.7,-2,4,1.8,1,96,2,0,-0.3,-0.8

The list goes on.
SMILES,Mot1-301 SUMO,Ecoli viability,Arrestin-AP2 inh,MOR-DOR inv ag,AddAB inh,Tat export inh,DSG3 Ab inh,PfHsp90 set2,PKA-R1A activ,phage Ecoli inh,OPRM1-OPRD1 ag
Cc1csc(=O)n1CCC(=O)OCC(=O)Nc1ccc(S(N)(=O)=O)cc1,5,0.5,-12,7,0.8,0,90,16,15,2.3,-1.7
CSCCC(C(=O)OCC(=O)c1ccc(C)c(C)c1)N1C(=O)c2cc(Cl)c(Cl)cc2C1=O (stereo not drawn),10,-1.0,7,9,0.5,-7,.,-12,2,2.5,-1.4
CC(C)(C)[C@@H]1COC(=O)[C@@H](Cc2ccc(F)cc2)CC/C=C\C[C@@H](CC(=O)N(CCO)Cc2ccccc2)C(=O)N1,98,-2.5,2,2,-1.2,15,99,-63,3,2.3,-0.4
COc1ccccc1NC(=O)C(C)NS(=O)(=O)c1ccc(Cl)cc1 (stereo not drawn),2,-2.1,0,14,2.5,-3,.,2,4,2.1,-2.3

Hits appear at their usual frequency; any-hit rate near 2.8%.
